ELG1 repair inh = qHTS screen for small molecules that inhibit ELG1-dependent DNA repair in human embryonic kidney (HEK293T) cells expressing luciferase-tagged ELG1; HEK293T ELG1-luciferase reporter, luminescence, 16 h; DNA damage induced by 5-fluorouridine; Potency, µM (doses to about 46.1 µM), for the others: top-dose activity change, negative = inhibition, usual class: inhibitors; 2.3% of 330,000 active; also: potency is read from the fitted curve at half-maximal effect; % is scaled to controls: 0 for no effect and ±100 for the full control effect; nearly all actives have a fitted effect of over 55% in size
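Luminescence from the luciferase reporter, measured 30 min after ONE-Glo reagent at room temperature, was the read-out. Beforehand, 2,000 cells per well were exposed for 16 hr at 37 °C to 5-fluorouridine together with compound or vehicle.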
FLuc counter = qHTS profiling assay for firefly luciferase inhibitor/activator using purifed enzyme and Km concentrations of substrates (counterscreen for miR-21 project); Luciferin 4-monooxygenase (Photinus pyralis), P08659; purified FLuc, Km substrates, luminescence inhibition; Potency, µM (doses to about 57.5 µM), for the others: at the top dose activity change, negative = inhibition, actives largely listed as inhibitors; 6.9% of 360,000 active;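 also: potency is read from the fitted curve at half-maximal effect; plate controls were vehicle for no effect and reference inhibitor for full effect; nearly all actives have a fitted effect of over 55% in size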
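Purified P. pyralis luciferase (10nM final) with 10uM D-luciferin and 10uM ATP (Km levels) in 50mM Tris acetate pH 7.5, 10mM Mg acetate, 0.01% Tween-20, 0.05% BSA; qHTS 6-point titration, ~60 µM downward; luminescence read.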
RORgamma inh = qHTS for inhibitors of ROR gamma transcriptional activity | 5.4% of 310,000 active | Nuclear receptor ROR-gamma (Mus musculus), P51450 | Drosophila S2 Gal4-RORgamma UAS-luciferase reporter, 20 h | AID 2551, 2010 | Potency, µM (doses to about 53.6 µM), for the others: top-dose activity change, negative = inhibition, usual class: inhibitors; also: potency is read from the fitted curve at half-maximal effect; % is scaled to controls: 0 for no effect and ±100 for the full control effect; nearly all actives have a fitted effect of over 60% in size
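Stably transfected Drosophila Schneider cells are the test system, with ROR gamma fused to Gal4 and luciferase under UAS control; luminescence is read after 20 hr of 700 uM copper sulfate induction at ambient temperature.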
NPC1 prom act = qHTS Assay for NPC1 Promoter Activators | Huh7 NPC1 promoter luciferase reporter, 24 h | Potency, µM (top dose mostly 9.22 µM), without a hit: at the highest dose activation, actives largely listed as activators | 2.4% of 320,000 active | AID 485313, 2010;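 also: potency is read from the fitted curve at half-maximal effect; % of control where 0% means no effect; nearly all actives have a fitted effect of over 60% in size; reporter is driven by a mutant NPC1 promoter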
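Luciferase expression driven by the NPC1 promoter was measured in stably transfected Huh7 cells after a 24 h compound incubation, using a luciferase reagent and a luminescence read.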
Gal4-VP16 FLuc = VP16 counterscreen qHTS for inhibitors of ROR gamma transcriptional activity. Drosophila S2 Gal4-VP16 UAS-luciferase, luminescence, 20 h. Potency, µM (doses to about 53.6 µM), without a hit: at the top dose activity, negative = inhibition, usual class: inhibitors. 3.5% of 310,000 active. AID 2546, 2010;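 also: Gal4-VP16 expression switched on by copper sulfate through the metallothionein promoter; potency is read from the fitted curve at half-maximal effect; % is scaled to controls: 0 for no effect and ±100 for the full control effect; nearly all actives have a fitted effect of over 50% in size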
Rab9 promoter act = qHTS Assay for Rab9 Promoter Activators; AID 485297, 2010; Huh7 Rab9 promoter-luciferase reporter, luminescence, 24 h; Potency, µM (top dose mostly 9.22 µM), for inactives: at the highest dose activation, negative = inhibition, usual class: activators; 2.8% of 320,000 active; also: potency is read from the fitted curve at half-maximal effect; % of control where 0% means no effect; nearly all actives have a fitted effect of over 60% in size
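Rab9 promoter-driven luciferase in stably transfected Huh7 cells; 1500 cells/well rested 2 h, exposed to compound in DMSO for 24 h at 37 °C, 5% CO2. Luminescence read 10 min after adding luciferase reagent at ambient temperature.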
ELG1 genotoxic = qHTS screen for small molecules that induce genotoxicity in human embryonic kidney (HEK293T) cells expressing luciferase-tagged ELG1; HEK293T ELG1-luciferase reporter, luminescence, 16 h; Potency, µM (highest dose often 46 µM), without a hit: at the top dose activity change, positive = activation, most hits filed as activators; 1.3% of 330,000 active; AID 504466, 2011; also: potency is read from the fitted curve at half-maximal effect; % of control where 0% means no effect; nearly all actives have a fitted effect of over 60% in size
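Genotoxicity was scored as increased ELG1-luciferase reporter signal, measured by ONE-Glo luminescence (30 min, room temperature). Compound or vehicle exposure of the HEK293T reporter cells lasted 16 hr at 37°C.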
Tb PFK block = qHTS Assay to Find Inhibitors of T. brucei phosphofructokinase. 0.17% of 330,000 active. Potency, µM (top dose mostly 57.5 µM), without a hit: at the highest dose activity, negative = inhibition, most hits filed as inhibitors. T. brucei PFK, ADP-Glo luminescence;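 also: potency is read from the fitted curve at half-maximal effect; 0% = uninhibited 1x PFK enzyme wells and -100% = no-enzyme wells; nearly all actives have a fitted effect of over 60% in size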
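PFK 1.25 nM, F6P 0.5 mM, ATP 0.1 mM, 0.1 M TEA pH 8.0, 5 mM MgCl2, 0.01% Tween20, 0.1% BSA; 45 min RT. ADP-Glo readout. qHTS titration up to 57 uM; curves fitted, compounds curve-classed.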
p53 reactivator = qHTS assay for re-activators of p53 using a Luc reporter; H1299 p53-A138V BP100-luciferase reporter, luminescence, 24 h; Potency, µM (series often up to 92.2 µM), for the others: at the highest dose activity change, positive = activation, usual class: activators; 0.063% of 320,000 active; AID 504706, 2011; also: potency is read from the fitted curve at half-maximal effect; % of control where 0% means no effect; nearly all actives have a fitted effect of over 45% in size
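p53-null H1299 cells stably carrying temperature-sensitive p53-A138V and a BP100-luciferase reporter were pinned with compounds (4-point, 1:5 series) and held 24 hrs at 37 deg C. Luminescence was read 10 min after detection reagent.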
BRCA1 expr act = qHTS Assay to Identify Small Molecule Activators of BRCA1 Expression | MCF7-BRCA1-FFLuc reporter, luminescence, 48 h; response scale: scaled: vehicle 0%, 10 µM genistein 100% | 1.1% of 380,000 active | Potency, µM (titrated, usually from 46.1 µM), for the others: at the top dose activation, most hits filed as activators | AID 624202, 2012; also: potency is read from the fitted curve at half-maximal effect; nearly all actives have a fitted effect of over 80% in size; some results filed as inactive show a strong effect at the top dose
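Using MCF7 cells harboring a BRCA1 firefly luciferase reporter, plated 2 h before compound pinning, the screen measured luminescence after 48 h incubation. Responses were normalized to DMSO and 10 microM genistein, then fitted for concentration-effect.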
TRPV1 agonist = HTS Assay for Compounds that Act as Agonists of the Vanilloid Receptor 1 | AID 540275, 2011 | TRPV1-expressing cells, Fluo-8 calcium influx, agonist mode | 0.19% of 320,000 active | activation, % at 8.33 µM | Transient receptor potential cation channel subfamily V member 1 (Homo sapiens), Q8NER1; in the data active = activation above about 80%; inconclusive = between about 30% and that limit; also: 0% is about no effect
Target sequence (Q8NER1 whole entry, looked up): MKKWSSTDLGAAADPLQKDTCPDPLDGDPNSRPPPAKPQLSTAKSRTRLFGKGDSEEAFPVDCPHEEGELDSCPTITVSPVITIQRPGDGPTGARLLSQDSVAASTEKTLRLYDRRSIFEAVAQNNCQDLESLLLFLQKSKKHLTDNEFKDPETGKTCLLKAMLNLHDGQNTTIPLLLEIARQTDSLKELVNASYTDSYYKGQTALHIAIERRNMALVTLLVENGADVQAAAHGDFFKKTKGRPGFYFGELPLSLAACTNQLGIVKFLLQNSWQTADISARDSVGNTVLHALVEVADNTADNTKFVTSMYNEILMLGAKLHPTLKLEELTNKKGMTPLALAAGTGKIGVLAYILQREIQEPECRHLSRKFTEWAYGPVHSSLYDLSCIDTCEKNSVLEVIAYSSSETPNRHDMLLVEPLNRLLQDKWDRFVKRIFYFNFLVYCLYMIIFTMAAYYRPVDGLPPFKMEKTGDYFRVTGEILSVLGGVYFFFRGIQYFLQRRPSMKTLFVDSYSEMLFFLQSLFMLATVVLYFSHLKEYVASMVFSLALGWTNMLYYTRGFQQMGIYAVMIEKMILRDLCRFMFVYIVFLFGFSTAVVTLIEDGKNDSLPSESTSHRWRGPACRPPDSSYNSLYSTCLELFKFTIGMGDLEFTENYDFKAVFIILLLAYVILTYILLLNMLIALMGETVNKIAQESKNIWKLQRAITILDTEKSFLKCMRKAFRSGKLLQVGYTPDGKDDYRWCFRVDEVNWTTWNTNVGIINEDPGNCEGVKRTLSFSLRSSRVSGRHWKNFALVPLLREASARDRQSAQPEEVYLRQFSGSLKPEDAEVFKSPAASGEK
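Fluo-8 calcium influx in TRPV1-expressing cells, kinetic read (ex 480/em 520 nm). Compound added and read 3 min for agonist activity, followed by capsaicin at EC20 final and 2 min further read for enhancement.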
* hit, by the source's call; ? = inconclusive; nt = not tested or not shown; [ ] = remark or other dose. Unless noted, calls follow the shape of the dose curve; as a rule, active = well fitted curve in the direction sought with a large enough effect; inconclusive = small, poorly fitted or top-dose-only effect, or another doubt; inactive = no such curve, though single readings can be large; an effect the other way counts as inactive or inconclusive.

SMILES	ELG1 repair inh	FLuc counter	RORgamma inh	NPC1 prom act	Gal4-VP16 FLuc	Rab9 promoter act	ELG1 genotoxic	Tb PFK block	p53 reactivator	BRCA1 expr act	TRPV1 agonist
O=C(CCSc1ccccc1)N1CCCC1	?	17µM*	-24%	2.5µM*	-30%	2.8µM*	?	-1%	5%	?	13
Cc1ccc(S(=O)(=O)N(C)c2ccc(C(=O)N(C)Cc3nc4ccccc4c(=O)[nH]3)cc2)cc1	-10%	8%	nt	1%	nt	0%	0%	5%	0%	-21%	0
Cc1cc2c(cc1S(=O)(=O)CCC(=O)NC1CCCCC1C)OCC(=O)N2 (centres undefined)	10%	-1%	-8%	-1%	1%	0%	0%	-1%	13%	-1%	-3
Cc1ccc(NC(=O)CCn2c(=O)c3cccn3c3ccccc32)cc1C	0%	?	?	-5%	3%	-2%	-4%	2%	1%	-42%	12
CCOc1ccc2[nH]c(C(=O)N/N=C/c3ccc(OC)cc3)cc2c1	?	11µM*	-17%	-8%	-1%	-18%	6%	-1%	15%	-11%	1
CCn1cc(C2C3=C(CC(C)(C)CC3=O)N(c3ccccc3)C3=C2C(=O)CC(C)(C)C3)c(C)n1	-2%	6%	-2%	-2%	4%	-1%	-1%	8%	-1%	-11%	?
COC(=O)c1ccc(COc2ccc(C)cc2[N+](=O)[O-])o1	?	19µM*	23%	?	?	?	-7%	-2%	0%	5.6µM*	-4
CCOCCOC(=O)NCCCCCCNC(=O)OCCOCC	?	-1%	7%	-2%	-1%	-6%	-3%	6%	-1%	1%	1
Clc1ccc(/C=C/c2nc3ccccc3[nH]2)cc1	?	0.076µM*	4.5µM*	0.1µM*	7.1µM*	0.2µM*	0.58µM*	-10%	-2%	-88%[inhibitor]	?
COc1ccc(CNc2nc3ccccc3n2Cc2ccccc2)cc1OC	18%	4%	12%	-2%	?	-6%	-11%	-12%	-8%	-25%	1
O=C1c2cccc3cccc(c23)N1Cc1ccc(F)cc1	2%	12%	18%	-5%	6%	-1%	3%	1%	-10%	-26%	-4
COc1ccc(C)cc1NC(=O)CN(C)S(=O)(=O)c1ccc2c(c1)CC(C)N2C(C)=O (centres undefined)	?	1%	5%	-6%	-11%	-2%	-6%	5%	-2%	-14%	-2

Quoted from the listing.
Value for `CCOc1ccc2[nH]c(C(=O)N/N=C/c3ccc(OC)cc3)cc2c1` in p53 reactivator: 15%
Value for `Clc1ccc(/C=C/c2nc3ccccc3[nH]2)cc1` in Rab9 promoter act: 0.2µM*

Following part.
SMILES	ELG1 repair inh	FLuc counter	RORgamma inh	NPC1 prom act	Gal4-VP16 FLuc	Rab9 promoter act	ELG1 genotoxic	Tb PFK block	p53 reactivator	BRCA1 expr act	TRPV1 agonist
O=[N+]([O-])c1ccc(O)c(C=Nc2cccc3ccccc23)c1	-1%	-7%	-25%	-1%	-12%	-2%	-3%	-5%	1%	-47%	1
O=C(O)CCc1nn2c3ccccc3n(Cc3ccccc3)c2nc1=O	2%	3%	-33%	-6%	-4%	3%	1%	3%	2%	9%	1
O=C(NC1CCCN(Cc2ccc(Cl)cc2)C1)c1cccc(N2CCCC2=O)c1 (centres undefined)	-5%	5%	6%	-1%	-4%	-3%	-12%	2%	11%	-20%	2
O=C(OCC(=O)N1CCCCC1)c1cc2ccccc2cc1O	?	24µM*	6%	12%	-16%	12%	?	-1%	?	4%	?
CCOC(=O)c1c(NC(=O)C(C)Sc2c[nH]c3ccccc23)sc2c1CCC2 (centres undefined)	1%	0%	22%	1%	5%	-5%	0%	-3%	6%	-56%	12
CCN1CCN(C(=O)CN(CCc2ccccc2)S(C)(=O)=O)CC1	6%	-2%	-27%	1%	13%	7%	0%	0%	-4%	20%	-1
CC(C)CN(C(=O)CN1CCN(c2ccccc2F)CC1)c1c(N)n(CC(C)C)c(=O)[nH]c1=O	-2%	0%	10%	0%	7%	7%	-2%	-4%	-5%	0%	1
COc1ccc(C(=O)OCCN2CCOCC2)cc1	?	-2%	-21%	-2%	24%	1%	7%	-3%	24%	48%	3
O=C(NC1CCCCCCC1)c1ccc2c(c1)N(Cc1ccc(F)cc1)C(=O)CS2=O (centres undefined)	?	3%	21%	0%	0%	-2%	0%	1%	-12%	-42%	-2
Cc1ccc(CCN2CCN=C2Nc2ccccc2)cc1	0%	-1%	nt	7%	nt	0%	0%	0%	14%	8%	3
CC(C)Cn1c(N)c(C(=O)COC(=O)Cc2cccc(C(F)(F)F)c2)c(=O)n(C)c1=O	?	8%	nt	0%	nt	-4%	17%	?	-6%	-28%	-6
O=C(N/N=C/c1ccncc1)/C(=C/c1ccccc1)NC(=O)c1ccccc1	3%	3%	-10%	2%	-2%[0.365 µM]	-3%	-2%	-5%	4%	-29%	-2
COc1cccc(CN(C)C(=O)c2[nH]c(C)c(C(C)=O)c2C)c1OC	?	0%	1%	1%	?	-16%	-14%	-1%	0%	-33%	-1
O=S1(=O)CC(N2CCCCC2)C(N2CCCCC2)C1 (centres undefined)	2%	5%	20%	-5%	-1%	-4%	3%	-25%	-5%	12%	-1
CC(C)Cc1nnc(NC(=O)c2cc(-c3ccccc3)nc3ccccc23)s1	14%	-10%	4.5µM*	-3%	?	17%	-3%	3%	3%	-1%	-3
COc1ccc(C2c3[nH]c4ccccc4c3C[C@H]3C(=O)N(CC(C)C)CC(=O)N23)c(OC)c1 (some centres undefined)	-14%	-2%	19%	-1%	0%	-5%	-5%	-2%	-3%	-23%	5
NS(=O)(=O)c1ccc(CCNC(=O)CSc2nc3ccsc3c(=O)n2CC2CCC(C(=O)O)CC2)cc1 (centres undefined)	7%	-2%	-23%	-2%	-4%	0%	-1%	5%	4%	-3%	1
CC(=O)Nc1ccc(C)c([N+](=O)[O-])c1	-1%	-2%	10%	-6%	4%	-7%	3%	5%	1%	-12%	-1
O=C(CCn1cnc2ccccc21)N=Nc1c(O)[nH]c2ccccc12	nt	-13%	?	-1%	18%	-4%	nt	1%	nt	-9%	1
Cc1n[nH]c(=O)c2c(NC(=O)CSc3nc4ccccc4c(=O)n3C(C)C)oc(C)c12	-3%	6%	-21%	-6%	-1%	1%	-1%	2%	-5%	-6%	-2
Cc1noc(/C=C/N(C)C)c1S(=O)(=O)N1CCCC(C(=O)Nc2ccccc2F)C1 (centres undefined)	-2%	3%	7%	-1%	-1%	0%	0%	-6%	4%	-3%	2
O=C(CCc1nnc(CCC2CCCCC2)o1)NCCc1cccnc1	2%	-1%	-13%	0%	?	-3%	3%	-4%	0%	-2%	0
CCCN1Cc2cccc(C(=O)NCc3ccc(C)cc3)c2C1=O	-27%	2%	27%	-1%	-17%	1%	-2%	-2%	-3%	4%	14
CCC/C=N/NC(=O)c1cccc(Br)c1	?	0%	?	-5%	29%	-5%	13%	-5%	?	-3%	15
CCOC(=O)c1sc(NC(=S)NC(=O)C23CC4CC(CC(C4)C2)C3)cc1C	2%	?	6.3µM*	2%	10µM*	18%	9%	-5%	-3%	-1%	-4
CCCC(c1nnnn1C(C)(C)CC)N(CCCO)Cc1cc2cc(C)cc(C)c2[nH]c1=O (centres undefined)	-2%	6%	?	-1%	?	-1%	7%	-8%	1%	-38%	5
O=C(NCCc1ccccc1)C(=S)N1CCCCC1	7%	3%	-1%	-4%	2%[10 µM]	-1%	5%	1%	0%	18%	-1
CC1CCc2sc(C(=O)NC3CCCCC3)cc2C1 (centres undefined)	?	?	nt	1.8µM*	nt	3.5µM*	?	-4%	nt	11µM*	?
CCS(=O)(=O)CCSC(=N)N	-18%	3%	-2%	2%	6%	3%	-1%	2%	-18%	3%	2
Cc1cc(OCC(=O)NCCO)cc(C)c1Cl	11%	0%	-1%	1%	4%	8%	1%	-4%	3%	0%	22
Cc1ccc(C(=O)C(C)OC(=O)Cn2[nH]c(=O)c3ccccc3c2=O)cc1C (centres undefined)	5%	7%	16%	-2%	13%	14%	0%	1%	20%	-3%	-4
COc1cccc(C2CC(c3ccccc3Cl)n3nnnc3N2)c1 (centres undefined)	1%	0%	-10%	-7%	0%	-7%	-1%	-13%	-3%	-27%	11

Screening data: PubChem BioAssay, National Center for Advancing Translational Sciences (NCATS)
